# GRP78 ERSR act: qHTS for Inducers of the Endoplasmic Reticulum Stress Response (ERSR) in Human Glioma: qHTS. Potency, µM, inactives show at the highest dose activation, hits mostly activators. 420,000 compounds, 0.02% hits. AID 602332, 2012. U87-MG GRP78 promoter luciferase reporter, 16 h; further: potency means the concentration at half of the fitted maximal effect; series mostly up to about 76 µM; % of control where 0% means no effect; nearly all actives have a fitted effect of over 35% in size
#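 ERSR induction read as luciferase luminescence (Bright-Glo, 10 min at room temperature) in stably transfected human U87-MG glioma cells exposed to compounds for 16 h, using GRP78 as sensor.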
# ALOX12 inh: Primary qHTS assay for inhibitors of human arachidonate 12S-lipoxygenase (ALOX12): Round 2 | Polyunsaturated fatty acid lipoxygenase ALOX12 (Homo sapiens), P18054 | purified 12hLO, xylenol orange hydroperoxide absorbance | Potency, µM (top dose mostly 108 µM), for inactives: at the top dose activity change, negative = inhibition, usual class: inhibitors | 580,000 compounds, 1.1% hits | AID 1671190, 2021; further: potency means the concentration at half of the fitted maximal effect; on the % scale 0 is the no-effect control and ±100 the full control effect
# Target sequence (P18054 whole entry, looked up): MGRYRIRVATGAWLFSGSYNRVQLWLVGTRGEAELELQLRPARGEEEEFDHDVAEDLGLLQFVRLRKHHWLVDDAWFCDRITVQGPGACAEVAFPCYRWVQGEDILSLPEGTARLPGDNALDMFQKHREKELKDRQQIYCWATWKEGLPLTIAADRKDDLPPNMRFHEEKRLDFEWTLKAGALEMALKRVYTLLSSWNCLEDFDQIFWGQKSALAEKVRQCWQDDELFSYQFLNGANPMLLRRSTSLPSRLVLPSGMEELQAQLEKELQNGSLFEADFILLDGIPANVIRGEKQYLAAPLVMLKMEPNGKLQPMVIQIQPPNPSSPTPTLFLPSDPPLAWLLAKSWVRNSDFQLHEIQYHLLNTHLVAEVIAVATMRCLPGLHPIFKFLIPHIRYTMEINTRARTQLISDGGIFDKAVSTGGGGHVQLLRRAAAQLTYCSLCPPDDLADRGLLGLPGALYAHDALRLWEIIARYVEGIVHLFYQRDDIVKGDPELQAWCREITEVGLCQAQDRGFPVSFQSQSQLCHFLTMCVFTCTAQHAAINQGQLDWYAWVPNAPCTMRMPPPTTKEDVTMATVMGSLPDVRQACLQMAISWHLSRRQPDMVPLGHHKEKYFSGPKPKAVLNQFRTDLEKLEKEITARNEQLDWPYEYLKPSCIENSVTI
#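 Purified human 12hLO at 150 nM in 25 mM Hepes, 0.01% Triton X-100, pH 7.0, preincubated 15 min at room temperature with compound. Reaction started with 40 uM arachidonic acid, 30 min at room temperature. Hydroperoxide measured by Fe-xylenol orange, 573/405 nm absorbance ratio.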
# LDHA block: qHTS assay for inhibitors of human lactate dehydrogenase | purified LDHA, NADH/diaphorase-resazurin fluorescence; hits give low values | activity change, % (values are at about 110 or 230 µM) | L-lactate dehydrogenase A chain (Homo sapiens), P00338 | 480,000 compounds, 0.15% hits; in the data active means activity change below about -30%; inconclusive means mostly about -25% to -30%;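 further: plate controls were DMSO wells for no effect and wells without enzyme for full effect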
#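 Enzyme activity of human lactate dehydrogenase 5 (2 nM; 0.06 mM NADH, 0.2 mM pyruvate, 5 min, RT) is measured via a resazurin/diaphorase fluorescence readout of residual NADH.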
# RGS4 inh: Inhibitors of Regulator of G Protein Signaling (RGS) 4: qHTS. Transcreener GDP fluorescence polarization, RGS4-accelerated GTP hydrolysis. Regulator of G-protein signaling 4 (Homo sapiens), P49798. 390,000 compounds, 0.039% hits. Potency, µM (doses to about 114 µM), without a hit: at the highest dose activity change, negative = inhibition, usual class: inhibitors; further: potency means the concentration at half of the fitted maximal effect; on the % scale 0 is the no-effect control and ±100 the full control effect; nearly all actives have a fitted effect of over 75% in size; some results filed as inactive show a strong effect at the top dose
#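 MLSMR compounds (23 nl, pin-transferred) preincubated 10 min at room temperature with a 500nM (2x) first reagent, then RGS4 at 900nM (2x) plus Transcreener GDP mix added; fluorescence polarization (620/688 nm) read before and after 90 min at 30 °C.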
# D2 antagonist: HTS Assay for Allosteric Antagonists of the Human D2 Dopamine Receptor: Primary Screen for Antagonists | 340,000 compounds, 2% hits | D(2) dopamine receptor (Homo sapiens), P14416 | inhibition, % at 10 µM | HEK293 TREx D2 cells, calcium flux, dopamine EC80 | AID 485344, 2010; in the data active means inhibition above about 30%; further: 0% is about no effect
# Target sequence (P14416 whole entry, looked up): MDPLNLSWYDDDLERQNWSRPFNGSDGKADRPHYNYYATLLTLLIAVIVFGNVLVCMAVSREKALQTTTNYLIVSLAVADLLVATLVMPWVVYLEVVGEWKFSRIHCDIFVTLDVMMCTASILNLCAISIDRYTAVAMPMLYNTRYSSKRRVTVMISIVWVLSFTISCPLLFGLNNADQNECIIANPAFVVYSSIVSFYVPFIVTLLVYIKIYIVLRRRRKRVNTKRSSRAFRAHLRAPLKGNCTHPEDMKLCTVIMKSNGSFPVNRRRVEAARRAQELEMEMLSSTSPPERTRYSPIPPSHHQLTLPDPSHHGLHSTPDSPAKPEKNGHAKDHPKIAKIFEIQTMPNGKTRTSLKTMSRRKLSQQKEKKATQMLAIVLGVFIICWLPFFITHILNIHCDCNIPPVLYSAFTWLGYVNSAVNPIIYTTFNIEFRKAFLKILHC
#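 Cells plated overnight at 30 C with tetracycline; no-wash calcium dye, 30–90 min RT; 10 s baseline; compound pinned; 180 s read; EC80 dopamine added; another 180 s read.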
# ERG Ets-DNA blk: qHTS for Small Molecule Inhibitors of the ERG Ets/DNA interaction; Transcriptional regulator ERG (Homo sapiens), P11308; fluorescence polarization, His-ERG Ets domain / labelled DNA; Potency, µM (highest dose often 76.9 µM), for inactives: at the highest dose FP activity, negative = inhibition, actives largely listed as inhibitors; 370,000 compounds, 0.028% hits; active means well fitted inhibition curve with a large enough effect in the polarisation, with a control signal flat; inconclusive means small, poorly fitted or top-dose-only effect, or effect the other way, or a change in a side signal; inactive means no such curve, though single readings can be large or run the other way; the % refers to the polarisation;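 further: polarization taken with two DNA probes labelled with fluorescein and Texas red; potency means the concentration at half of the fitted maximal effect; % of control where 0% means no effect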
#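 His-tagged ERG Ets domain (1 uM in the protein solution; 300mM KCl, 50mM Tris-HCl, 1mM EDTA, 1mM DTT, pH 7.5) received compound, then a probe mix of 5 nM fluorescein-DNA and 100nM Texas-615-DNA. Fluorescence polarization was read for both dyes.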
# Vif-APOBEC3F blk: qHTS for Inhibitors of Vif-A3F Interactions: qHTS. HeLa A3F-eYFP + Vif (tagged APOBEC3F with the HIV-1 protein that degrades it), YFP fluorescence increase. Potency, µM (highest dose often 46.1 µM), for the others: top-dose activity, negative = active. 390,000 compounds, 0.2% hits. AID 602313, 2012; further: potency means the concentration at half of the fitted maximal effect; % of control where 0% means no effect; nearly all actives have a fitted effect of over 65% in size
#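 HeLa cells stably expressing A3F-eYFP plus Vif, plated and incubated overnight at 37 deg C, then exposed to compounds overnight at 37 deg C. Blocked degradation read as raised yellow fluorescence (Ex 488/Em 500-530).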
# Vif-A3G inh: qHTS for Inhibitors of Vif-A3G Interactions: qHTS; HeLa A3G-eYFP + Vif (tagged APOBEC3G with the HIV-1 protein that degrades it), YFP fluorescence, overnight; Potency, µM (doses to about 46.1 µM), for the others: at the highest dose activity, negative = active, most hits filed as inhibitors; 410,000 compounds, 0.076% hits;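 further: potency means the concentration at half of the fitted maximal effect; on the % scale 0 is the no-effect control and ±100 the full control effect; nearly all actives have a fitted effect of over 60% in size; hits raise eYFP signal because A3G escapes Vif-driven loss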
#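 HeLa cells stably expressing Vif and C-terminally eYFP-tagged A3G, seeded overnight at 37 deg C, then exposed to compound by pintool overnight at 37 deg C. Rise in yellow fluorescence (Ex 488/Em 500-530, Acumen) marks blocked Vif-driven A3G degradation.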
# D2 ag: HTS Assay for Allosteric Agonists of the Human D2 Dopamine Receptor: Primary Screen for Agonists. activation, % at 2 µM. HEK293 T-REx D2 cells, calcium flux agonist mode. 340,000 compounds, 0.53% hits. D(2) dopamine receptor (Homo sapiens), P14416;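 active means activation over 3 SD above normal in the single-dose calcium agonist read, cut at about 30% in these data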; further: 0% is about no effect
#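 Calcium-flux readout, 1 cycle/sec over 180 s following compound pin transfer, in inducible HEK293 Trex D2 cells (force-coupled); dopamine controls included. Positive calcium responses during this window marked compounds as potential agonists.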
# Active calls of the source: *; ? = inconclusive; / = no result given; [ ] = another dose, or the depositor's remark. Unless noted, the call rests on the fitted dose curve; in most records, active means well fitted curve in the direction sought with a large enough effect; inconclusive means small, poorly fitted or top-dose-only effect, or another doubt; inactive means no such curve, though single readings can be large; an effect the other way counts as inactive or inconclusive.
nr	structure	GRP78 ERSR act	ALOX12 inh	LDHA block	RGS4 inh	D2 antagonist	ERG Ets-DNA blk	Vif-APOBEC3F blk	Vif-A3G inh	D2 ag
1	OCc1cn(-c2ccc(Cl)cc2)nn1	3%	1%	-9	-11%	/	8%	-6%	-3%	/
2	CCSc1nn(CC(=O)Nc2cccc(Cl)c2)c(N)c1S(=O)(=O)c1ccc(OC)cc1	-3%	?	-4	7%	/	-3%	0%	-8%	-0.1
3	COc1ccccc1NC(=O)CSc1nc(N)c(-c2ccccc2)c(=O)[nH]1	-4%	1%	-6	-4%	1	-15%	3%	-10%	0.4
4	COC(=O)c1c(-c2cccnc2)csc1NC(=O)c1cc(C)on1	-1%	?	7	?	-3	10%	?	-10%	0.4
5	O=c1[nH][nH]c(C(F)(F)F)c1C=NCc1cccc(Cl)c1	-4%	29%	0	-7%	9	7%	-14%	1%	-0.4
6	CC(C)(C)NC(=O)NC(=O)COC(=O)CNC(=O)c1cc(Cl)cc([N+](=O)[O-])c1	3%	2%	2	-27%	-27	-6%	1%	5%	-4.1
7	O=C(O)CN1C(=O)S/C(=C\c2cccnc2)C1=O	-3%	-111%	-3	-20%	14	3%	12%	2%	1.7
8	Cc1ccc(N2CC(C(=O)OCc3ccc([N+](=O)[O-])cc3)CC2=O)cc1 (stereo not given)	-4%	1%	-5	-35%	-16	5%	-11%	-3%	0.5
9	COc1cc(/C=N/NC(=O)Cc2cccs2)c([N+](=O)[O-])cc1OC	-2%	13%	-1	-19%	-12	-4%	-1%	-2%	0.0
10	O=C(COc1c(Br)cc(Br)c2cccnc12)N1CCCCC1	8%	-5%	3	-10%	6	12%	-23%	-2%	0.8
11	CCOC(=O)C1=C(CN2CCc3ccccc32)NC(=O)NC1c1cccc([N+](=O)[O-])c1 (stereo not given)	0%	?	4	20%	9	3%	-7%	0%	-1.2
12	Cn1nc(C(C)(C)C)cc1N1C(=O)CCC1(C)C(=O)Nc1ccc2ccccc2c1 (stereo not given)	-1%	1%	-5	/	/	/	/	-5%	/
13	O=C(NCC(c1cccnc1)N1CCN(c2ccccc2F)CC1)OCc1ccccc1 (stereo not given)	-6%	21%	0	0%	-6	0%	-7%	3%	6.6
14	COc1ccc(CNC(=O)C(=O)NCC2OCCN2C(=O)c2ccc(OC)cc2)cc1 (stereo not given)	-6%	114%[activator]	-4	15%	-5	-10%	-9%	3%	0.2
15	CC(O)c1cccc(NC(=O)CCCc2ccccc2)c1 (stereo not given)	2%	-10%	2	-15%	-11	12%	2%	1%	-0.1
16	COC(=O)c1cccc(NC(=O)c2nn(C)c(=O)c3ccccc23)c1	4%	7%	0	6%	-15	1%	-17%	-1%	-1.7
17	O=C(c1ccc(-c2cc(O)c3ncccc3c2)cc1)N1CCNCC1	1%	0%	11	-23%	/	/	1%	-6%	/
18	CCCOc1ccc(/C=N/Nc2ccccn2)cc1OC	1%	-12%	-2	-12%	-4	4%	-6%	1%	-0.1
19	Cc1ccc(-n2ncc3c(SCC(N)=O)ncnc32)cc1C	-1%	0%	3	-32%	-10	10%	-10%	-2%	-0.3
20	Cc1ccc(N(CC(=O)N2CCCCCC2)S(=O)(=O)c2ccccc2)cc1	-2%	12%	-7	0%	5	-3%	-2%	-1%	3.1
21	CCC(Sc1nc(-c2ccccc2)cc(=O)[nH]1)C(=O)O (stereo not given)	-5%	-19%	1	5%	-17	-4%	-3%	0%	0.3
22	COc1ccc(C(=O)OCc2cc(=O)n3c(C)csc3n2)cc1F	2%	1%	3	8%	-10	9%	-10%	1%	0.6
23	C#CCNC(=O)C1CCN(c2cc(C)nc(-c3ccccc3)n2)CC1	-4%	0%	-8	11%	17	2%	0%	4%	0.2
24	Cc1nn(-c2ccccc2)c(C)c1/C=N/n1c(-c2ccc(Cl)cc2)n[nH]c1=S	-1%	?	-2	-45%	-21	-1%	-26%	1%	-0.3
25	C=CCNC(=S)NNC(=O)COc1ccc(Br)cc1	0%	-9%	-10	-18%	1	1%	-18%	2%	0.0
26	Cc1ccc(CN2CCCC2(C)C(=O)NC(C)C)cc1 (stereo not given)	-2%	-4%	-1	/	/	/	/	1%	/
27	CCCCOc1ccc(C(=O)NCCc2csc(-c3ccc(OC)cc3)n2)cc1	-4%	-30%	2	-3%	/	4%	1%	2%	1.4
28	Cc1c2ccccc2nc2c(F)c(N(C)C)c(F)c(F)c12	5%	-26%	6	-24%	4	-7%	25µM*	?	27
29	O=C(N/N=C/c1cccc2ccccc12)c1cccs1	15%	/	-3	-2%	-5	16%	2%	3%	-0.4
30	COc1ccc(CC(=O)OCc2nnc(-c3ccccc3)o2)cc1	-2%	-1%	-1	-4%	1	-4%	0%	-1%	-0.7
31	O=C(Nc1nnc(-c2ccc(Br)cc2)o1)C1=COCCO1	6%	2%	6	-6%	3	-2%	-29%	-5%	-0.1
32	Fc1ccccc1N1CCN(c2ncnc3c2nc2n3CCCC2)CC1	-1%	-24%	-11	29%	/	2%	1%	2%	-1.1
33	COc1ccc(C(=O)NC(C)c2nnc(SCC(=O)NC3CCCC3)n2C)cc1 (stereo not given)	-5%	-13%	-3	13%	6	-5%	8%	3%	-1.0
34	CCCN1CN(Cc2ccco2)c2nc3ccccc3n2C1	3%	1%	0	8%	43*	-13%	0%	-2%	-1.5
35	CCOc1ccccc1N1C(=O)CC(Sc2ncccc2C(=O)O)C1=O (stereo not given)	0%	?	-9	10%	36*	/	-5%	-2%	0.3
36	CCOC(=O)CC(NC(=O)c1ccc(C)cc1)c1ccc(OC)cc1 (stereo not given)	-1%	-9%	-17	42%	5	-5%	10%	3%	0.2
37	NC(=O)c1ccccc1N/C=C/C(=O)c1ccc(F)cc1	-6%	0%[57.4 µM]	0	-20%	-29	-2%	0%	-7%	1.0
38	COc1ccc(N2C(=O)CC(N3CCC(c4nc5ccccc5[nH]4)CC3)C2=O)cc1 (stereo not given)	-7%	-1%	6	1%	-15	6%	-7%	2%	-1.3
39	O=C(C1=C[C@@H](c2ccc(C(F)(F)F)cc2)C[C@@H](OCCCCO)O1)N1CCOCC1	-4%	-4%	-1	-15%	-1	-3%	1%	4%	-0.2
40	CCOc1ccccc1N(CC(=O)Nc1cc(OC)ccc1OC)S(=O)(=O)c1ccccc1	-2%	14%	-2	10%	-2	-5%	1%	5%	-0.6
41	O=C(CC1NC(=S)NC1=O)c1ccc(Cl)cc1 (stereo not given)	-1%	-1%	-6	5%	-3	10%	1%	2%	0.2
42	Cc1ccc(S(=O)(=O)CC(=O)Nc2sc3c(c2C(N)=O)CCCC3)cc1	-3%	-2%	3	-19%	/	4%	0%	3%	-1.3
43	COc1ccc(NC(=O)C(=O)Nc2cccc3cccnc23)cc1OC	0%	12%	-8	8%	-13	6%	15%	-2%	-1.1
44	CC(=O)N1c2ccc(S(=O)(=O)NCCC(=O)N3CCC(C)CC3)cc2CC1C (stereo not given)	-4%	7%	-19	-3%[56.9 µM]	-7	15%	-1%	-1%	-1.1
45	COc1cc(/C=N/NC(=O)c2cc3ccccc3[nH]2)ccc1O	7%	96%[activator]	-1	21%	2	7%	-5%	-16%	-0.5
46	N/C(=N\OC(=O)c1cccc(Br)c1)c1ccc([N+](=O)[O-])cc1	2%	1%	-12	-3%	1	-12%	-17%	-1%	-0.6
47	Cc1ccc(C(=O)OCC(=O)NCCC2=CCCCC2)s1	-1%	2%	-14	4%[11.4 µM]	3	-7%	5%	0%	-0.6
48	Cc1ccc(C(=O)Oc2coc(CSc3nnc(NC(=O)C4CC4)s3)cc2=O)cc1C	-2%	-13%	-2	-7%	5	-4%	-11%	-7%	-0.5
49	Cc1ccccc1C(=O)Nc1nnc(SCC(=O)NCc2ccco2)s1	-10%	338%[activator]	-13	24%	9	-1%	3%	-8%	0.6
50	COc1ccc2cc(-c3csc(-c4cccnc4)n3)ccc2c1	7%	?	-1	-9%	-23	-1%	-16%	-8%	0.1
51	Cc1noc(C)c1COc1ccc(C(=O)Nc2nnc(CC(C)C)s2)cc1	-3%	-17%	-1	-5%	20	-13%	4%	-2%	0.3
52	O=C(Cc1ccccc1[N+](=O)[O-])NCCCc1ccccc1	-1%	16%	-2	?	4	6%	-7%	-3%	1.8
53	CCC(=O)Nc1ccc(-c2nc3ccccc3c(=O)o2)cc1	6%	-31%	-12	-28%	-7	-2%	12%	-2%	1.7

# Compound activity: PubChem, National Center for Advancing Translational Sciences (NCATS)

# The list is partial. The share of hits here may be higher or lower than overall.
